Nrf2 ARE act = activates Nrf2 signaling; AREc32 ARE-luciferase reporter (MCF7-derived line), luminescence, 24 h; actives 0.31% (n = 410,000); Potency, µM (doses to about 46.1 µM), inactives show at the highest dose activation, usual class: activators; note: potency is the fitted concentration of half-maximal effect; % of control where 0% means no effect; nearly all actives have a fitted effect of over 65% in size
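Steps: seed AREc32_Fluc cells (1000/well, 5% FBS OPTI-MEM); incubate overnight at 37 deg C; add 23 nL compound; incubate 24 hr; add Steady-Glo; hold 30 min RT; read luminescence.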
EPAC2 ag = EPAC2 (human) agonism | actives 0.079% (n = 360,000) | Potency, µM (top dose mostly 154 µM), without a hit: top-dose activation, actives largely listed as activators | Q8WZA2 | AID 720711 | EPAC2 activation, biochemical qHTS; response scale: 100% = 6.5 mM cAMP response; note: potency is the fitted concentration of half-maximal effect; nearly all actives have a fitted effect of over 50% in size
Target sequence (Q8WZA2 whole entry, looked up): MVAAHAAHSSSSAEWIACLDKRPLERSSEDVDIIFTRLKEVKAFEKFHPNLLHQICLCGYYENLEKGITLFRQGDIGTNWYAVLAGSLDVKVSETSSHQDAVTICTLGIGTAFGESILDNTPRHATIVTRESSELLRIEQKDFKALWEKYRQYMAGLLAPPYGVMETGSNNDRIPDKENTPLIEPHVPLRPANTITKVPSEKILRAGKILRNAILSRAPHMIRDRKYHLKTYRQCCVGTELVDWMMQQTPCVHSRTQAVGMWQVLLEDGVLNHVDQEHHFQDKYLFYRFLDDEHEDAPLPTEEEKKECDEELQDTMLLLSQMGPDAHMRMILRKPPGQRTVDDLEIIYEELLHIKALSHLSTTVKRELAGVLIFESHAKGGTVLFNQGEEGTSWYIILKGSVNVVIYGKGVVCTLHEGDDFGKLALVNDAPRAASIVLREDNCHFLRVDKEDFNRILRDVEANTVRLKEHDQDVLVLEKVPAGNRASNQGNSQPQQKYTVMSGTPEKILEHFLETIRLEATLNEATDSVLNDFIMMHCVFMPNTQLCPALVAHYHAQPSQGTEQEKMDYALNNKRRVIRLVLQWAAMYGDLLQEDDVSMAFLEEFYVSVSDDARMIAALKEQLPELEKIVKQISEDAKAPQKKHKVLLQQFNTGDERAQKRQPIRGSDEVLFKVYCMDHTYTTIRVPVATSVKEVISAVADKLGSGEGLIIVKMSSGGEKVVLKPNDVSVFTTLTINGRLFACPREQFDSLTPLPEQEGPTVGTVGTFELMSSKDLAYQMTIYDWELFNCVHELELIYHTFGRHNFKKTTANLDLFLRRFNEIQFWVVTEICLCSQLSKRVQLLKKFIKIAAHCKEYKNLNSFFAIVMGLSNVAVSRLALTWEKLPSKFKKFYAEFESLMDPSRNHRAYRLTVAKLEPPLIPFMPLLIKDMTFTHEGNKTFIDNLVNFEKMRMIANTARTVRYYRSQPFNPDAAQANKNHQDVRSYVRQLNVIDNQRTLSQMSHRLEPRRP
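Nucleotide exchange monitored as fluorescence drop when BODIPY-GDP leaves Rap1B. Reaction: 100 nM EPAC2, 250 nM RAP1B-BODIPY-GDP, 50 uM GDP, room temperature, kinetic read over 30 min. Activity expressed relative to 6.5 mM cAMP.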
Nrf2 inh = inhibitors of Nrf2 signaling. A549 ARE-Fluc reporter, luciferase luminescence, 18-24 h. Potency, µM (highest dose often 46 µM), for the others: at the highest dose activity change, negative = inhibition, most hits filed as inhibitors. actives 2.1% (n = 360,000); note: potency is the fitted concentration of half-maximal effect; % is set by controls: 0 for no effect and ±100 for the full control effect; nearly all actives have a fitted effect of over 60% in size
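Concentration-response testing used A549 ARE_Fluc cells at 5000 cells/well. Following an 18-24 h compound incubation, viability was read by fluorescence (Ex 405/Em 525) and luciferase output by luminescence.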
TGFb inhibitor = inhibitors of TGF-b signaling. HepG2 CAGA-GFP TGF-b/SMAD3 reporter, GFP fluorescence, 18 h; TGF-beta stimulated, 500 pg/mL final. Potency, µM (highest dose often 46.1 µM), without a hit: at the highest dose activity, negative = inhibition, hits mostly inhibitors. actives 1.2% (n = 410,000). AID 588855; note: potency is the fitted concentration of half-maximal effect; % is set by controls: 0 for no effect and ±100 for the full control effect; nearly all actives have a fitted effect of over 65% in size
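HEPG2 CAGA-GFP, 1000 cells/well; 2 h settle, 37 C; cpd via pin tool; TGF-b 500 pg/mL final; 18 h, 37 C; GFP imaging ex488/em500-530; %Activity normalised to -TGF-b and +DMSO controls; CRC fit, curve class.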
ATXN2 expr inh = inhibitors of ATXN2 expression. Potency, µM (top dose mostly 57 µM), for inactives: at the top dose activity change, negative = inhibition, most hits filed as inhibitors. actives 0.72% (n = 360,000). HEK-293 ATXN2-luciferase reporter, luminescence, 24 h. AID 1745845; note: potency is the fitted concentration of half-maximal effect; % is set by controls: 0 for no effect and ±100 for the full control effect; nearly all actives have a fitted effect of over 55% in size
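qHTS (up to 57 uM final) was run with 24 h compound exposure of reporter cells at 37 °C. Each well was multiplexed: SteadyGlo luminescence measured ATXN2-luciferase expression after a fluorogenic Gly-Phe-AFC viability readout (25 uM final).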
A549 viability = A549 cytotoxicity, counter-screen for Nrf2 inhibitors | A549 ARE-Fluc cells, CellTiter-Fluor viability, 18-24 h | actives 0.16% (n = 390,000) | Potency, µM (series often up to 46 µM), without a hit: top-dose activity change, negative = cytotoxicity, most hits filed as inhibitors; note: potency is the fitted concentration of half-maximal effect; % is set by controls: 0 for no effect and ±100 for the full control effect
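A549 ARE_Fluc cells in 5% FBS OPTI-MEM were exposed to compounds in concentration-response for 18-24 h at 37 deg C. Viability was read by CellTiter-Fluor fluorescence (Ex 405/Em 525) after 30 min, before the luciferase read.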
HepG2 tox = counter-screen for TGF-b inhibitors: cytotoxicity in HepG2 cells; HepG2 CAGA-GFP viability, ATP luminescence, 18 h; Potency, µM (titrated, usually from 46.1 µM), without a hit: at the highest dose activity change, negative = cytotoxicity, hits mostly cytotoxic; actives 0.76% (n = 410,000); AID 588856; note: potency is the fitted concentration of half-maximal effect; some results filed as inactive show a strong effect at the top dose
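HepG2 CAGA-GFP cells (1000/well, DMEM with 1% FBS) received compound, then TGF-beta at 500 pg/mL final, and were incubated 18 hours at 37 degrees C. Viability was read by CellTiter-Glo luminescence. Media-only wells were set as complete cell-killing and DMSO as no toxicity.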
ATXN viability = viability counter-screen for ATXN expression inhibitors. S2 cells (HEK-293 line with an ATXN2-luciferase reporter) viability, CellTiter-Fluor protease fluorescence, 24 h. Potency, µM (titrated, usually from 56.7 µM), usual class: cytotoxic. AID 651635. actives 0.49% (n = 400,000); note: potency is the fitted concentration of half-maximal effect; nearly all actives have a fitted effect of over 40% in size
IL2 activator = IL-2 activation. IL-2 activation reporter assay, cell-based qHTS; stimulated with anti-CD3/CD4/CD28 beads; in transgenic mouse T cells. activation, % (series mostly up to about 46 µM). actives 0.065% (n = 360,000); in the data active = activation above about 50%; inconclusive = mostly about 30% to 49%; note: 0% is about no effect
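Using fluorescent plate cytometry, EGFP and DsRed are detected in transgenic mouse T cells stimulated 18 h at 37 degrees C with antibody-coated beads after 60 min compound pretreatment.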
The depositor's hits bear a star; i = inactive; ? = inconclusive; / = no result given; [ ] = dose if it differs, or a comment. Unless noted, calls come from the whole dose curve; as a rule, active = well fitted curve in the direction sought with a large enough effect; inconclusive = small, poorly fitted or top-dose-only effect, or another doubt; inactive = no such curve, though single readings can be large; an effect the other way counts as inactive or inconclusive.

The opening 4 records, ahead of the listing:
SMILES	Nrf2 ARE act	EPAC2 ag	Nrf2 inh	TGFb inhibitor	ATXN2 expr inh	A549 viability	HepG2 tox	ATXN viability	IL2 activator
Cc1ccc2nc(-c3cccc(Br)c3)cc(C(=O)NCC3CCCO3)c2c1 (stereo not given)	0.2%	-1%	?	0%	-34%	2%	-4%	i	-2.3
O=C(Oc1ccc(-c2nnco2)cc1)c1ccc(F)c(S(=O)(=O)N2CCOCC2)c1	1.5%	7%	13%	-2%	-7%	0%	1%	i	-0.1
O=C(Nc1nnc(-c2cccs2)s1)c1cccc(F)c1	?	-2%	4%	0%	27%	-14%	-2%	i	-2.1
Cn1c(=O)cc(N2CCN(C(=O)c3ccco3)CC2)[nH]c1=O	-2.0%	15%	8%	12%	0%	13%	3%	i	-2.1

All compounds of this part, from the first entry:
SMILES	Nrf2 ARE act	EPAC2 ag	Nrf2 inh	TGFb inhibitor	ATXN2 expr inh	A549 viability	HepG2 tox	ATXN viability	IL2 activator
Cc1ccc2nc(-c3cccc(Br)c3)cc(C(=O)NCC3CCCO3)c2c1 (stereo not given)	0.2%	-1%	?	0%	-34%	2%	-4%	i	-2.3
O=C(Oc1ccc(-c2nnco2)cc1)c1ccc(F)c(S(=O)(=O)N2CCOCC2)c1	1.5%	7%	13%	-2%	-7%	0%	1%	i	-0.1
O=C(Nc1nnc(-c2cccs2)s1)c1cccc(F)c1	?	-2%	4%	0%	27%	-14%	-2%	i	-2.1
Cn1c(=O)cc(N2CCN(C(=O)c3ccco3)CC2)[nH]c1=O	-2.0%	15%	8%	12%	0%	13%	3%	i	-2.1
Cc1ccc(-c2nnc(NCc3ccccc3)c3ccccc23)cc1	-0.8%	-2%	?	-2%	3%	?	3%	i	-2.5
CCOc1ccc(CCNC(=O)Cc2nn[nH]n2)cc1OCC	2.2%	-4%	2%	0%	-4%	-1%	-2%	i	0.9
O=C1/C(=N\O)Cc2ccccc21	-0.1%	6%	6%	7%	2%	-6%	-2%	i	5.1
CC1CCCC(C)N1C(=O)COC(=O)c1cc(F)c(F)cc1Cl (stereo not given)	-0.8%	0%	-10%	1%	-1%	-4%	-5%	i	1.4
CC(C)(C)c1ccc2c(c1)OC(C(=O)N/N=C\c1ccncc1)CO2 (stereo not given)	3.0%	-4%	-20%	-12%	-19%	-1%	20µM*	/	-3.0
Cc1c(/C=N/Nc2ccc(F)cc2)c(O)n(C)c(=O)c1C#N	4.6%	16%	11%	-4%	/	5%	-3%	i	0.4
COCCn1c(C)cc(C(=O)CSc2nnc(C3CC3)n2C2CC2)c1C	0.2%	-5%	11%	-16%	23%	-4%	0%	?	-1.8
COC(=O)c1c(C)oc2cc(Br)c(OCC(=O)C(C)(C)C)cc12	-0.4%	0%	10%	-1%	-8%	3%	-2%	i	3.7
Cn1c2c(c3ccccc31)CCSC2=O	0.9%	-1%	-5%	1%	11%	-10%	-20%	i	-0.1
O=C(NCc1ccccc1)C1=C[C@@H](c2coc3ccccc3c2=O)C[C@@H](OCc2ccc(CO)cc2)O1	3.6%	-4%	-2%	-4%	-5%	-5%	-7%	i	1.5
Cc1ccc(NC(=O)CSc2nnc(C)c(=O)n2N)c(C)c1	2.5%	6%	0%	7%	-3%	-1%	7%	i	-0.2
O=C(CN1C(=O)c2ccccc2C1=O)N1CCCCC1	-0.6%	10%	11%	10%	-10%	7%	14%	i	-0.3
Cc1ccc(S(=O)(=O)N(C)CC(=O)Nc2ccccc2N2CCCC2)cc1	0.1%	-1%	-12%	0%	-20%	4%	-6%	i	-0.5
CCOC(=O)C1=CN(CC)S(=O)(=O)NC1CCc1ccccc1 (stereo not given)	2.4%	15%	?	4%	-9%	0%	-33%	i	-0.4
CN(C(=O)c1ccc(NC(=O)Cc2cccc(NC(=O)C3CCN(C(=O)C4CC4)CC3)c2)cc1)C1CCCC1	1.0%	7%	-11%	-19%	-4%	-12%	-1%	i	0.3
COc1ccc(C2Sc3nncn3N2Cc2ccc(C#N)cc2)cc1 (stereo not given)	0.7%	9%	-7%	4%	-3%	-10%	-16%	i	-0.1
COc1ccc([C@H]2/C=C\CN(C(=O)[C@H](Cc3ccccc3)NC(=O)OCC3c4ccccc4-c4ccccc43)CC(=O)N2Cc2ccc(F)cc2)cc1	4.2%	13%	5%	-2%	-3%	?	-25%	?	0.2
O=c1cc2c(nn1Cc1cccc(Cl)c1)-c1ccccc1CC2	0.6%	7%	-18%	1%	-12%	-12%	-26%	i	-0.6
O=C(N/N=C/c1ccc2c(c1)OCO2)/C(=C/c1ccc2c(c1)OCO2)NC(=O)c1ccccc1	2.9%	1%	0%	?	1%	-16%	-3%	i	0.6
CN(C)c1ccc(P(=O)(OC2CCCCC2)C(O)c2cccnc2)cc1 (stereo not given)	-0.2%	2%	4%	-18%	0%	/	-2%	?	-0.6
O=C(CSc1nc2ccccc2n1CCc1ccccc1)NC1CCS(=O)(=O)C1 (stereo not given)	0.7%	4%	-5%	?	0%	-2%	-4%	i	0.6
Other results.
SMILES	Nrf2 ARE act	EPAC2 ag	Nrf2 inh	TGFb inhibitor	ATXN2 expr inh	A549 viability	HepG2 tox	ATXN viability	IL2 activator
CCOc1ccc(CNC(=O)c2cc3c(s2)-c2ccccc2OC3)cc1	-0.4%	/	-20%	-4%	7%	5%	4%	i	/
Nc1c(Cl)c(Cl)nc(C(=O)OCC(=O)NCc2ccccc2)c1Cl	-0.5%	8%	1%	3%	/	-4%	-2%	/	-0.7
CCSC1=N/C(=C\c2ccc(OC)cc2)C(=O)N1	0.4%	-6%	?	16%	3%	-15%	-11%	?	-0.7
CCCc1cc(=O)oc2cc(C)cc(OCC(=O)NC(Cc3c[nH]c4ccc(O)cc34)C(=O)O)c12 (stereo not given)	-0.2%	2%	-1%	-2%	-3%	2%	-15%	i	-0.3
CC1Cc2cc(S(=O)(=O)N3CCN(c4ccccc4F)CC3)ccc2N1C(=O)C1CCC1 (stereo not given)	0.0%	/	-23%	-13%	0%	-1%	-15%	i	/
O=C(NC1CCN(C(=O)NC2CCCCC2)CC1)c1ccco1	0.4%	3%	0%	-11%	32%[activator]	-8%	6%	i	-1.8
CSc1ccccc1C(=O)C1CCCN(C(=O)c2ccc(N3CCOCC3)cc2)C1 (stereo not given)	4.7%	3%	?	1%	4%	0%	3%	i	-1.7
CCc1c(C)nc(SCC(=O)c2cccs2)c(C#N)c1C	?	?	?	-6%	41%[activator]	-15%	-16%	i	0.1
CN(C)Cc1csc(NC(=O)Nc2ccccc2Oc2ccccc2)n1	-1.5%	7%	/	?	?	/	-36%	/	-0.3
COc1ccc(NC(=O)CN(C)S(=O)(=O)c2ccc(C(=O)N3CCOCC3)s2)cc1	-0.7%	/	/	-10%	2%	15%	-6%	i	/
Cc1ccc(C(=O)Nc2ccc(NC(=O)c3cccs3)cc2)cc1[N+](=O)[O-]	-0.7%	5%	15%	-6%	-28%	-8%	4%	i	-0.2
COCCCn1cc(CN2CC(N3CCCCC3)CS2(=O)=O)nn1 (stereo not given)	-0.5%	1%	/	/	-1%	/	/	i	-0.4
COc1ccc(NC(=O)CN2C(=O)/C(=C3\SC(=S)N(C4CCS(=O)(=O)C4)C3=O)c3ccccc32)cc1 (stereo not given)	-0.6%	-1%	-16%	13%	-3%	-4%	-34%	i	-0.1
O=C1c2ccccc2C(=O)c2c1cccc2N1CCOCC1	4.4%	-1%	3%	16%	29%	-26%	15%	?	-0.8
CC(=O)c1ccc(NC(=O)C2Cc3ccccc3CN2C(=O)c2ccccc2)cc1 (stereo not given)	3.0%	7%	?	-1%	52%[activator]	-1%	-10%	i	-1.7
Cc1ccc(-c2csc(/C(C#N)=C/Nc3ccccc3SC(F)(F)F)n2)c(C)c1	0.2%	-6%	17%	0%	7%	-4%	-2%	i	0.8
Cc1ccc(NC(=O)C2CCCN2C(=O)OCc2ccccc2)cc1C (stereo not given)	-0.1%	0%	11%	-7%	5%	1%	6%	i	-3.3
COc1cc(C(=O)NC(=S)Nc2ccc3c(c2)C(=O)N(C)C3=O)cc(OC)c1OC	-0.8%	1%	-7%	-12%	-15%	6%	-20%	i	0.0
CCOC(=O)c1c(C)n(C)c2ccc(OCC(O)Cn3nc(C)c(Br)c3C)cc12 (stereo not given)	-0.4%	19%	4%	0%	-7%	10%	-12%	i	-2.2
Cc1ccc(CNC(=O)c2ccc(N3CCC4(CC3)CC(c3ccccc3)=NO4)c(NC(=O)c3c(Cl)cccc3Cl)c2)cc1	-1.1%	5%	1%	-17%	3%	-2%	5%	i	-0.2
CCOC(=O)c1ccc(NC(=S)NNC(C)(C)C)cc1	?	7%	2%	?	/	3%	-93%	?	-0.8
COc1ccccc1N(C)S(=O)(=O)c1ccc(C(=O)N2CCCC(C(F)(F)F)C2)cc1 (stereo not given)	-0.1%	8%	-18%	-22%	0%	2%	-3%	i	-5.2

A portion taken from the entries so far, for reference:
SMILES	Nrf2 ARE act	EPAC2 ag	Nrf2 inh	TGFb inhibitor	ATXN2 expr inh	A549 viability	HepG2 tox	ATXN viability	IL2 activator
CCOC(=O)c1ccc(NC(=S)NNC(C)(C)C)cc1	?	7%	2%	?	/	3%	-93%	?	-0.8
COc1ccccc1N(C)S(=O)(=O)c1ccc(C(=O)N2CCCC(C(F)(F)F)C2)cc1 (stereo not given)	-0.1%	8%	-18%	-22%	0%	2%	-3%	i	-5.2

Assay outcomes as filed in PubChem BioAssay.
